Efflux pump inh = antifungal efflux pump inhibition, Nile Red retention | S. cerevisiae Candida pump triplex | inhibition, % at 10 µM | 0.44% of 330,000 active | AID 485275;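 active = plate passing quality check with inhibition over a set limit, or well fluorescence over plate mean plus 4 SD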;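 also: Nile Red retained in pooled yeast measured as flow cytometry median fluorescence; 0% = buffer negative control and 100% = Enniatin B positive control; higher means more Nile Red kept so more efflux inhibition; some compounds called inactive have numbers as strong as hits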
proCasp3 act = procaspase-3 (human) activation; recombinant procaspase-3 D3A, Ac-DEVD-pNA absorbance 405 nm; activation, % at 8.5 µM; 0.11% of 330,000 active; AID 463141;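 active = activation above the mean of all tested compounds plus 3 SD, cut at about 21% in these data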;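 also: 0% = DMSO alone and 100% = DMSO wells spiked with extra 5 µM PC-3 D3A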
Target sequence (P42574 whole entry D9A/D28A/D175A): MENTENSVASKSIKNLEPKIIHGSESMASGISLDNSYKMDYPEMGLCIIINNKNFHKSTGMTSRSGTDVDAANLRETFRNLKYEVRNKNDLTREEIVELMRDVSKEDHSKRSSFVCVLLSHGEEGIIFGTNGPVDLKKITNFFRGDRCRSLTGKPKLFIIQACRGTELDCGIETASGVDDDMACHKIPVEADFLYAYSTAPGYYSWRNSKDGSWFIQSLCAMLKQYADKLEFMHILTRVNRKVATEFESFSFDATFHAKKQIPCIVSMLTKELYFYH
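Compound: 8.5 µM single point, 0.8% DMSO / Material: Autoprocessing-dead procaspase-3 D3A mutant enzyme / Timing: 1 h preincubation plus 2 h reaction at 25 °C / Medium: Zinc-free HEPES/NaCl buffer with 0.01% Triton X-100 at pH 7.4 / Technique: 405 nm absorbance of p-nitroaniline, reads at 0 and 120 min / Repeats: one well per compound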
PP5 inh = inhibitors of human protein phosphatase 5 (PP5); 0.18% of 320,000 active; AID 1987; purified PP5c, OMFP substrate fluorescence; P53041; inhibition, % at 6.7 µM;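 active = inhibition above the campaign's mean inhibition across all tested compounds plus 3 SD, cut at about 9.5% in these data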;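 also: 0% = DMSO only and 100% = 100 µM cantharidin control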
PP1 counter = PP1-alpha (human) inhibition in PP5 counter-screen; P62136; purified PP1alpha, OMFP fluorescence; inhibition, % at 6.7 µM; 0.9% of 320,000 active; AID 2235;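 active = inhibition above the mean inhibition of all tested compounds plus 3 SD, computed separately for each screening campaign, cut at about 15% in these data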
CTSL1 counter = blocks F. hepatica cathepsin L1 in PFM18AAP counter-screen. recombinant F. hepatica cathepsin L1, Z-Leu-Arg-MCA fluorescence. inhibition, % at 5.96 µM. 0.49% of 300,000 active. AID 1906;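 active = inhibition above the mean of all tested compounds plus 3 SD, set per screening campaign, cut at about 17% in these data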;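 also: 0% = plate median of test compound wells and 100% = 1 µM Z-Phe-Ala-diazomethylketone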
GASC-1 inh = inhibitors of human GASC-1 (JMJD2C) demethylase. Q9H3R0. GST-JMJD2C(1-420) H3K9me3 demethylation, DELFIA europium. inhibition, % at 2.35 µM. 0.069% of 330,000 active. AID 2099;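 active = more than half of a compound's replicate wells show inhibition beyond 50%, single wells judged on their own value; inconclusive = some, but no more than half, of replicates pass 50% inhibition; inactive = no replicate passes 50% inhibition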;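 also: signal counts dimethyl H3K9 product captured on neutravidin plate; 0% = median of DMSO wells and 100% = 0.3 times that DMSO median; strong numbers were not always called active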
Target sequence (Q9H3R0 1-420 limits assumed): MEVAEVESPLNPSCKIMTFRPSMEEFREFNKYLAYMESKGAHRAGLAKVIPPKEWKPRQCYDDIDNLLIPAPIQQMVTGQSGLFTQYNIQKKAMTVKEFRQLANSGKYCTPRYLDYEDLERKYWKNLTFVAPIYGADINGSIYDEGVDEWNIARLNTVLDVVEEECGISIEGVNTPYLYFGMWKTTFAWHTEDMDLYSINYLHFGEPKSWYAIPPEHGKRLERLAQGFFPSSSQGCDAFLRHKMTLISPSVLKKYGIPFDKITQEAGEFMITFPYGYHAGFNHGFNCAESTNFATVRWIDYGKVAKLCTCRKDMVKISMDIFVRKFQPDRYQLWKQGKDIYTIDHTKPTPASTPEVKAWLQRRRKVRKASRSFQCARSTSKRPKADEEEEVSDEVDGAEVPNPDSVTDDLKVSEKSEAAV
procasp7 counter = activates human procaspase-7, counter-screen for procaspase-3 activators; P55210; recombinant procaspase-7, Ac-DEVD-pNA absorbance 405 nm; D23A/D198A/D206A triple mutant, cannot self-cleave; scale: DMSO 0, 5 µM enzyme 100; activation, % at 8.5 µM; 0.093% of 330,000 active; AID 463210;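 active = percent activation above the screen-wide mean plus 3 SD, cut at about 25% in these data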
Target sequence (P55210 whole entry D23A/D198A/D206A): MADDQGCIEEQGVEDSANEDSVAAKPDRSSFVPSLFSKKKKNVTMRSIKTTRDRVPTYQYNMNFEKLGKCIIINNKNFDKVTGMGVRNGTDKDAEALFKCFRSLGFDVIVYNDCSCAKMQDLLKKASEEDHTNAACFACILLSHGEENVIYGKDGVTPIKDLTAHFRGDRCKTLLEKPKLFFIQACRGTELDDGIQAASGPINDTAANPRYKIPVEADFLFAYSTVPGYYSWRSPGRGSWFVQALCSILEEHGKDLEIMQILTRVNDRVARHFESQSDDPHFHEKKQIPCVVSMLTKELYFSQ
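Assay system: Uncleavable procaspase-7 mutant enzyme; Input: 2 µM procaspase-7 mutant as dispensed; Also added: DEVD-pNA substrate; Medium: Zinc-free HEPES pH 7.4 with 300 mM NaCl, 0.01% Triton X-100; Timing: 1 h compound preincubation, 2 h substrate cleavage, 25 °C; Measured by: Epi-absorbance of released pNA at 405 nm, two timepoints.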
HCV core dimer = HCV core protein dimerization inhibition. TR-FRET GST/Flag-core106 dimerization, 1536-well. inhibition, % at 5 µM. 0.33% of 300,000 active. AID 1899;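 active = inhibition above the mean of all tested compounds plus 3 SD, set per screening campaign, cut at about 45% in these data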
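Assay system: tagged HCV core106 pair (GST and Flag); medium: KF-containing HEPES buffer, pH 7.45, DTT, CHAPS, BSA; also added: Eu donor and XL665 acceptor anti-tag antibodies; dosing: 5 µM single dose; timing: compound-protein-antibody incubation 4 h at 22.5 °C; signal: TR-FRET 671 and 617 nm emission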
TPT1 inh = blocks Candida albicans tRNA 2'-phosphotransferase. recombinant caTPT1, FP RNA substrate dephosphorylation. inhibition, % at 5 µM. 0.81% of 300,000 active;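 active = inhibition above the mean of all tested compounds plus 3 SD, set per screening campaign, cut at about 24% in these data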;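 also: plate controls were DMSO alone for no effect and ferristatin control at 100 nM for full effect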
Numbers without * were called inactive; u = inconclusive; x = not tested or not shown; & = joins results of further samples.

SMILES	Efflux pump inh	proCasp3 act	PP5 inh	PP1 counter	CTSL1 counter	GASC-1 inh	procasp7 counter	HCV core dimer	TPT1 inh
Cc1cccc(NC(=S)NCCc2ccc(S(N)(=O)=O)cc2)c1C	-0.2	2	-2.7	-4	-2	5	-5	4	0
Cc1ccc2c(c1)c1cccc3c1n2CCN3CCC(N)=O	-0.1	16	0.7	-1	2	-7	-15	-6	12
Cc1ccc(C(C)C)c(OCC(=O)OCc2c(C)noc2C)c1	0.0	-3	1.1	3	4	-5	5	-4	-4
Cc1ccc(Nc2nc(-c3c(C)n(C)n(-c4ccccc4)c3=O)c(C)s2)cc1	0.1	0	0.8	0	3	3	-1	5	-3
Cc1ccc(C(=O)N2CCN(S(=O)(=O)c3ccc(C)c([N+](=O)[O-])c3)C2)cc1	0.0	0	0.4	-6	-6	6	3	4	-3
C=CCNC(=O)c1ccccc1NC(=O)C1COc2ccccc2O1 (configuration not stated)	0.0	0	3.9	0	-1	5	2	-7	0
C=CCc1cc(C(=O)N2CCCCC2)ccc1O	0.0	-3	0.1	3	5	1	13	-2	3
COc1ccc(N(Cc2cc(=O)[nH]c3ccccc23)C(C)=O)cc1	0.1	1	0.0	4	3	4	0	0	-1
Cc1c(NC(=O)c2ccc3c(c2)OCO3)cccc1-c1nc2ncccc2o1	0.0	4	-0.3	-2	-4	1	-9	-5	-2
Cn1c(SC/C=C/c2ccccc2)nnc1-c1cnccn1	0.1	-1	2.3	0	2	13	0	1	2
CC(NC(=O)COC(=O)C1CSC2(C)CCC(=O)N12)C12CC3CC(CC(C3)C1)C2 (configuration not stated)	0.6	-6	0.1	-4	-8	5	-1	-12	0
CC(=O)N1CCC(C(=O)NCCOc2ccc(C)cc2)CC1	-0.3	3	3.8	-4	3	4	-10	-22	-5
COc1ccc(NC(=O)CN(C)C(=O)CCCNC(=O)c2ccc(Cl)cc2)cc1	0.0	-10	-1.6	-4	1	2	1	3	1
CC(C)Oc1cccc(-c2cc(C(=O)N3CCN(S(C)(=O)=O)CC3)c3ccccc3n2)c1	-0.1	6	4.1	-3	-1	-1&1	6	10	1
CCCCOC(=O)Oc1ccc2c(=O)c(Oc3cc(C)cc(C)c3)coc2c1	0.1	1	1.3	3	0	-5	9	15	3
O=C(c1ccc(C(F)(F)F)cc1)C1CCCN(C(=O)CCc2cnccn2)C1 (configuration not stated)	0.2	-1	1.8	-1	-3	7	-2	2	0
Cc1nc(CNC(=O)c2cc(COc3ccc(F)cc3Cl)on2)cs1	-0.3	6	-0.7	-2	6	-4	4	2	-2
C=CCOc1c(CNc2cccc(C(=O)O)c2)cccc1OC	0.3	-4	0.7	0	1	-5	-2	-6	2
CCOc1cc(-c2c(C)c(C)nc(N)c2C#N)ccc1O	-0.1	-3	1.7	4	0	9	1	-4	1
COc1cc(OC)cc(C(=O)N2CC(=O)Nc3ccccc32)c1	-0.1	7	-0.1	-3	-2	2	6	0	0
Nc1nc(NCc2ccccc2)n(-c2ccccc2)n1	-0.1	7	-0.8	-2	-1	2	10	3	-2
c1ccc(Cn2c(NCc3ccncc3)nc3ccccc32)cc1	0.0	7	-0.5	-2	-3	1	1	3	0
N#Cc1c(F)cccc1NCCCn1ccnc1	-0.1	2	1.0	-3	-3	-5	7	-3	-4
Cc1ccc(NC(=O)C[n+]2ccn(C3=C([O-])c4ccccc4C3=O)c2)cc1	-0.2	-2	0.2	-1	6	-15	-7	-7	-1
Cc1ccc(S(=O)(=O)CCN2CCC(n3cccc3)CC2)cc1	0.1	-10	0.8	-4	4	-4	11	1	0

Record cards (already shown). Screens in order: Efflux pump inh	proCasp3 act	PP5 inh	PP1 counter	CTSL1 counter	GASC-1 inh	procasp7 counter	HCV core dimer	TPT1 inh
Cc1ccc(C(C)C)c(OCC(=O)OCc2c(C)noc2C)c1 reads 0.0	-3	1.1	3	4	-5	5	-4	-4
Cc1ccc(C(=O)N2CCN(S(=O)(=O)c3ccc(C)c([N+](=O)[O-])c3)C2)cc1 reads 0.0	0	0.4	-6	-6	6	3	4	-3

New compounds follow.
SMILES	Efflux pump inh	proCasp3 act	PP5 inh	PP1 counter	CTSL1 counter	GASC-1 inh	procasp7 counter	HCV core dimer	TPT1 inh
CC(C)Cc1oc(C(=O)O)cc1CN1CCOCC1	0.0	-4	-0.5	-3	2	1	-6	1	-2
Cn1nc(-c2ccc(Cl)cc2)cc1NC(=O)CSCC(=O)O	-0.1	-3	-0.6	-4	2	-4	8	-4	-3
CC(Oc1cccc(Br)c1)C(=O)Nc1cccc(S(=O)(=O)N2CCOCC2)c1 (configuration not stated)	-0.3	-1	x	x	x	9	2	x	x
CC(=O)NC(c1cc(Cl)c2ccccc2c1O)C(C)C (configuration not stated)	0.0	4	0.7	-3	x	3	17	x	x
O=C1/C(=C/c2ccccn2)COc2ccccc21	0.3	5	-2.6	-3	-1	-20	3	1	1
COc1ccc(-c2csc(NC(=O)CSCc3c(C)noc3C)n2)cc1OC	0.2	-3	2.5	-5	-3	-7	-8	3	3
CCOc1ccc(S(=O)(=O)N2CCc3cc(OC)c(OC)cc3C2)cc1	-0.1	-2	2.7	-2	1	1	-5	-1	-2
Cn1nnnc1SCC(=O)Nc1nc(-c2ccc(F)c(F)c2)cs1	0.1	2	0.5	-2	-2	-1	1	2	6
CCCn1c(=O)c2sccc2n2c(CCCC(=O)NCc3cccnc3)nnc12	-0.1	8	-0.1	2	3	-30	0	2	-3
CCc1ccc(NC(=O)c2ccc3c(=O)n4c(nc3c2)CCCCC4)cc1	0.1	-10	1.0	-3	5	83	3	1	1
CCN(CCNC(=O)CN(C)S(=O)(=O)c1cccc2nsnc12)c1ccccc1	0.2	5	1.6	-2	2	-4	-6	0	1
Cc1cccc(NC(=O)[C@H](Cc2ccccc2)NC(=O)[C@@H]2Cc3ccccc3CN2)c1	0.0	-4	0.9	-1	2	-9	3	5	-1
CC(C)(CO)NC(=O)c1ccc2nc(Cc3cccc(Cl)c3)oc2c1	0.0	-2	-0.5	-3	-2	1	-3	7	-1
COc1ccc(/C=N/NC(=O)c2cccc(NC(C)=O)c2)c(C(=O)O)c1OC	0.1	-1	7.8	2	-5	7	-8	-15	-3
Cc1nc2ncnn2c(C)c1CCC(=O)N1CCN(C(=O)c2ccco2)CC1	0.0	-10	-0.6	1	-3	-13	-8	-3	-1
CC1(O)N(Cc2ccccc2)C(=O)OC12CCCCC2 (configuration not stated)	0.0	-1	3.3	-1	-1	-16	9	-1	-1
c1ccc(Nc2ccnc(Nc3ccccc3)n2)cc1	-0.1	-13	1.4	2	0	3	2	-6	-1
COc1ccc(CC(=O)NCc2ccccn2)cc1OC	-0.1	-5	1.2	0	1	0	6	-3	-2
CN1CCN(c2ccc(Cl)cc2NS(=O)(=O)c2ccccc2Cl)CC1	0.0	3	-0.1	1	-3	-12	6	4	0
O=C(NCCN1CCOCC1)C1CCN(Cc2ccccc2O)CC1	0.1	2	0.5	0	-2	16	2	2	-5
Cc1cccc(C)c1NC(=O)CN(C)C(=O)c1ccc(-c2cccc(C(F)(F)F)c2)o1	-0.2	1	-0.8	-4	0	0	2	-6	-2
COc1cc(C(=O)NCCC(C)C)ccc1OCc1ccc(Cl)cc1Cl	-0.2	8	0.5	3	4	2	0	-3	1
COc1ccc(Cn2nnnc2C(c2cccs2)N2CCSCC2)cc1 (configuration not stated)	-0.1	5	1.8	-1	1	-24	-3	4	-3
COc1ccccc1/C=N/NC(=O)NC12CC3CC(CC(C3)C1)C2	0.1	-3	2.4	0	1	-7	-15	11	-1
CC(=O)Nc1cccc(C(=O)N/N=C/c2c[nH]c3ccccc23)c1	-0.1	12	1.1	-3	-3	9	4	-10	0

(next part)
SMILES	Efflux pump inh	proCasp3 act	PP5 inh	PP1 counter	CTSL1 counter	GASC-1 inh	procasp7 counter	HCV core dimer	TPT1 inh
CCOc1ccc(C(=O)NCC(c2ccco2)N2CCOCC2)cc1 (configuration not stated)	0.3	6	0.4	-7	1	u	5	-2	2
CCC(C)[C@H]1CNCCN1CCc1cc(C(F)(F)F)cc(C(F)(F)F)c1 (some centres not stated)	0.0	3	-4.8	6	5	5	-2	-26	-9
COc1cc(/C=N/NC(=O)c2cccc(C)c2)ccc1OCC(=O)Nc1ccccc1	0.1	-9	0.2	1	1	6	2	7	-3
O=C(CN1C(=O)C2CC=CCC2C1=O)NCC1COc2ccccc2O1 (configuration not stated)	0.2	6	3.4	-3	3	-1	4	-5	-3
Cc1occc1-c1nnc(SCC(=O)NC(C)(C)C)n1CC(C)C	0.0	-3	0.5	-2	0	-12	-6	0	-3
CCN(CC(=O)Nc1c(F)cccc1F)C(=O)c1cccc(S(=O)(=O)N2CCN(c3ccccc3)CC2)c1	-1.4	-6	1.6	-1	3	-3	8	0	0
CCn1cc(C(=O)Nc2cc(C)ccc2C)c(=O)c2ccc(C)nc21	-0.3	-1	0.4	0	3	-1	-4	-1	-4
On1nnc2ccc(C(F)(F)F)cc21	0.0	1	-0.2	-1	0	4	6	1	1
Cc1cccc(N2CCN(C(=O)c3ccc(CNc4c(N5CCC(C)CC5)c(=O)c4=O)cc3)CC2)c1C	0.8	2	2.4	2	-4	9	-1	4	-2
CCn1c(=O)cc(N2CCOCC2)[nH]c1=O	-0.1	-1	1.0	-3	-3	4	6	1	2
CC(C)CN1CCC(=O)N([C@H](CSc2ccc(Br)cc2)c2ccccc2)CC1	-0.1	11	1.2	1	7	3	-2	-10	-3
CCOC(=O)C(C(=O)N(C)C)c1ncc(C(F)(F)F)cc1Cl (configuration not stated)	0.0	-10	5.4	-1	-1	-10	-8	1	-1
COCC(C)n1c(C)cc(C(=O)COC(=O)c2c(NC(C)=O)sc(C)c2C)c1C (configuration not stated)	0.1	0	3.3	-2	3	0	-4	0	-3
CCCCOc1nc(N)nc(-c2ccccc2)n1	0.0	6	4.3	0	-5	7	11	-9	-3
C=CCN(c1ccccc1)S(=O)(=O)c1cccc(C(=O)NCC(c2ccccc2OC)N2CCCC2)c1 (configuration not stated)	-0.2	7	2.3	-1	-1	-10	1	-6	-2
O=C(CN(c1ccc(Cl)cc1)S(=O)(=O)c1ccc(Cl)c([N+](=O)[O-])c1)NCCc1ccccc1	-0.1	-1	-0.3	-2	3	-26	-6	10	1
FC(F)(F)Sc1ccc(NC(=S)NCc2ccccc2)cc1	-0.1	-4	2.3	2	4	-15	3	0	2
O=C(COC(=O)COc1ccccc1F)NCCc1ccc(F)cc1	-0.1	6	-0.2	-3	x	x	9	x	x
CCOC(=O)N/N=C/c1ccc(OC)c(O)c1	-0.1	5	-1.6	-2	2	-2	12	-8	1
Cc1ccccc1OC(C)c1nc(-c2ccccc2)no1 (configuration not stated)	0.0	3	0.5	-1	-1	3	8	0	-4
COc1ccc(C(c2nnnn2CS(=O)(=O)c2ccc(C)cc2)N2CCN(Cc3ccccc3)CC2)cc1 (configuration not stated)	0.0	3	0.4	-2	0	-2	6	5	3
